mcGAS RapidFire: inhibitors of mouse cGAS; Q8C6L5; recombinant mouse cGAS, cGAMP by RapidFire MS; inhibition, % at 12.5 µM; hit rate 0.18% among 130,000;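 active means inhibition of cGAS enzyme activity at or above 60%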;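 further: enzyme stimulated by 45 bp dsDNA with ATP and GTP substrates; cGAMP share of summed cGAMP plus half ATP and half GTP signals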
Target sequence (Q8C6L5 whole entry, looked up): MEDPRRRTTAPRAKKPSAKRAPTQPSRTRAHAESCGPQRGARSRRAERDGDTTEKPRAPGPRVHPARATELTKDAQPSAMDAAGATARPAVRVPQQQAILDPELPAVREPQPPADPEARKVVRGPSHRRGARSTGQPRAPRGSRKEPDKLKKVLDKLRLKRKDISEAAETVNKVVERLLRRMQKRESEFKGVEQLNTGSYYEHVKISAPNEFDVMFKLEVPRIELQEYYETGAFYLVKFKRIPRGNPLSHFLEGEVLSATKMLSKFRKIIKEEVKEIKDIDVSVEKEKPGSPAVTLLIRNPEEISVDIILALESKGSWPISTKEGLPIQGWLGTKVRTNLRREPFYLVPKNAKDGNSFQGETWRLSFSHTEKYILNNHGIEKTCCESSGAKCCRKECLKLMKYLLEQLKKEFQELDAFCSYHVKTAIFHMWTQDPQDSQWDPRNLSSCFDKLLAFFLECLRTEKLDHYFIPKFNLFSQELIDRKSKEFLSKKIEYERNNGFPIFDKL
An asterisk follows results filed as active; & = joins results of further samples.

mcGAS RapidFire	SMILES
2	C=CCc1cc(C)c(OCCCN2CCN(C)CC2)c(C)c1
-11	O=C(c1nc2sccn2c1CNCC1CCOCC1)N1CCCC1
-21	CC(C)(C)OC(=O)Nc1ccncc1C(=O)c1ccccc1
-18	Cc1cc(C(=O)NC(CC(C)C)c2ncnn2C)nc(C)n1 (centres undefined)
-18	Cc1cc(=O)n(C)c(=O)n1CCCSC(=N)N
-5	Cc1c(C(=O)N(C)Cc2ccc(F)cc2)sc(=O)n1Cc1ccncc1
1	O=C(NCC12CC3CC(CC(C3)C1)C2)N1CCC(N2CCNC2=O)CC1
-4	O=S(=O)(c1ccsc1)N1CCOC(Cc2ccccc2Cl)C1 (centres undefined)
-15	O=C1C(O)CC2c3ccccc3CC3(CCCC3)N12 (centres undefined)
-3	CC(=O)Cn1c(=O)c2c(nc3n(-c4ccc(Br)cc4)c(C)c(C)n23)n(C)c1=O
-4	CN1CCN(C)C(CNC(=O)C2CC2c2ccc(Cl)c(Cl)c2)C1 (centres undefined)
-4	CCCCCCn1c(SCC(=O)c2ccccc2)nc2c1c(=O)n(C)c(=O)n2C
-2	CC(N)=C(C#N)C(=O)COC(=O)c1ccc([N+](=O)[O-])o1
-14	CCN1CCCN(c2ccc(-c3nc(C)cc(=O)[nH]3)cn2)CC1
6	Cc1nc2cccc(C)n2c(=O)c1NC(=O)CC(c1ccccc1)c1ccccc1
-3	O=C(C1CCCN(Cc2nc(COc3ccccc3)no2)C1)N1CCOCC1 (centres undefined)
-15	CCOc1ccccc1CN(CC)C(=O)c1csc(C(C)=O)c1
-7	CC(C)(C)OC(=O)N(CCN)C1CCCCCC1
-4	O=S(=O)(c1cc(Br)ccc1Br)N1CCCC1
20	CCN1CCC(=NNc2c(Cl)cc(Cl)cc2Cl)CC1
0	COc1ccc(C(=O)N2CCCC(C(=O)c3ccc(-c4ccccc4)c(F)c3)C2)o1 (centres undefined)
-3	CN(C)c1ccc(P(=O)(OC2CCCCC2)C(O)c2ccccc2)cc1 (centres undefined)
-4	O=P1(NN=C2CCCC2)C=C(c2ccccc2)OC(c2ccccc2)=C1
-17	COCc1ncc(C2CC(=O)NCc3nc(N4CCOCC4)sc32)cn1 (centres undefined)
-1	O=C(O)Cc1cccc(NC(=O)CCCc2nc(C3CC3)no2)c1
0	CSc1ccc(-c2nccn2CC2CCN(C(=O)C(C)C)CC2)cc1
-11	CCS(=O)(=O)CC(C)NC(=O)N1CCC(C(C)C)CC1 (centres undefined)
-10	Cc1ccc(NC(=O)c2sc(=O)[nH]c2C)cc1
0	COc1ccccc1-c1cc(CNCc2ccc(F)cc2)no1
-2	CC(C)(C(=O)NC1CCN(C(=O)c2ccccc2)CC1)c1ccccc1
-2	Cc1[nH]n2c(=O)cc(C(C)C)nc2c1-c1ccccc1
-3	COC(=O)C1C(C)=NC2=C(C(=O)CC(c3ccc(Cl)cc3)C2)C1c1ccccc1OC (centres undefined)
4	CC(C)c1ccc(C2(C)NC(=O)N(CC(C#N)CCC#N)C2=O)cc1 (centres undefined)
-1	CC(=O)c1c(C)[nH]c(-c2csc(NN3C(=O)C4CC=CCC4C3=O)n2)c1C (centres undefined)
-6	COc1ccc(CN2CCNC(=O)C2CC(=O)N(C)C2CCCCC2)cc1OC (centres undefined)
-22	CC(c1ccc(-c2ccc(C(N)=O)cn2)cc1)N1CCCCC1 (centres undefined)
-2	CC(=O)N1CCc2cccc(NC(=O)Cc3cnn(C)c3)c21
-14	Cc1cc(C)c2ccc(C(=O)N3CCC(O)(CN(C)C)C3)nc2c1O (centres undefined)
-3	CC(C)c1nnc(CNC(=O)c2cnn(C(C)(C)C)c2)s1
0	Cc1ncc(C(=O)N2CCCC(Cn3cc(-c4ccccn4)nn3)C2)[nH]1 (centres undefined)
-11	O=c1[nH]nc(-c2ccco2)n1CCc1ccccc1F
-9	CCc1ccccc1NC(=O)CN(C)C(=O)CNC(=O)c1ccco1
11	CS(=O)(=O)Nc1nc2n(n1)C(c1ccccc1)CC(c1ccccc1)=N2 (centres undefined)
-7	COc1cn2c(cc1=O)C(=O)N(CCNC(=O)c1ccc(F)cc1F)CC2
0	NC(=O)N1CCN(C(=O)c2ccccc2C2CCNC2)CC1 (centres undefined)
-28	COc1ccc(-c2nc(-c3ccc(Br)o3)no2)cc1OC
-8	CCN(CC)CCOc1ccccc1CNC(=O)c1ccccc1C
46	CCn1cnc(C(=O)NC)c1C(=O)NC
-2	CC(C)CC1COCCN1c1cc(C(F)(F)F)nc(-c2cccnc2)n1 (centres undefined)
-7	CC1CCCCN1C(=O)C(NC(=O)c1ccccc1)C1CCNCC1 (centres undefined)
-4	CC(C)(C)CC(=O)Nc1nnc(C2CC2)s1
-1	CC1CCC2(CC1)NC(=O)N(N=Cc1ccc([N+](=O)[O-])o1)C2=O (centres undefined)
-13	Cc1nn(C)c(C)c1NC(=O)CNC(c1ccccc1)C1CCCC1 (centres undefined)
-1	Cc1ccc(C)c(Cn2c(=O)c3c(nc4n(CCCO)c(C)c(C)n34)n(C)c2=O)c1
-9	c1ccc(Cc2n[nH]c(Cc3ccc4c(c3)OCO4)n2)cc1
-9	Cc1cccnc1C1=NOC(Cc2ccccc2)C(=O)N1C (centres undefined)
-7	CCc1nnc(CN2CCc3onc(-c4cccc5ccccc45)c3C2)o1
-6	COc1ccc(-c2cc(C(=O)N3CCOCC3)c3ccccc3n2)cc1
3	CC1(C)COC(CCOC(=O)NCCc2nc3ccccc3[nH]2)OC1
-5	Cn1ccnc1Sc1ncccc1[N+](=O)[O-]

Next compounds
mcGAS RapidFire	SMILES
11	COc1cc(OC)c(C2c3c(n[nH]c3-c3cccc([N+](=O)[O-])c3)OC(=N)C2C#N)c(OC)c1 (centres undefined)
-1	O=C(c1cc(-c2ccccc2)no1)N1CC(c2ccncc2)C1
-8	O/N=C1/CCCc2c1[nH]c1ccc(Cl)cc21
-9	Fc1cc(F)cc(-c2oncc2-c2nnnn2-c2ccccc2)c1
-6	CCC/C=C/CN1CCN2C(=O)CN(C)C(=O)C2C1 (centres undefined)
-10	Cc1nc2n(n1)C(=O)C(C(c1ccc(Cl)cc1)N1CC(C)OC(C)C1)S2 (centres undefined)
0&1	CC(=O)OC(C)C[N+](C)(C)C (centres undefined)
-6	Cc1cc(NC(=O)CCc2c(C)nn(-c3nc(C)c(C)c(=O)[nH]3)c2C)c2ccccc2n1
-5	CC(C)(C)CC(NC(=O)Cc1ccc(S(N)(=O)=O)s1)c1ccccc1 (centres undefined)
-12	Cc1cc(N2CC(C(=O)O)CC2=O)ccc1NC(=O)c1ccco1 (centres undefined)
-5	CC(=O)N1CCC(Oc2ccc(Cl)cc2C(=O)NC2(c3ccccc3)CC2)CC1
-7	O=C(c1ccc(NC2CCCCC2O)nc1)N1CCc2ccccc21 (centres undefined)
-5	CCOc1ccc(C(=O)Nc2c3c(nn2C(C)(C)C)CS(=O)C3)cc1 (centres undefined)
-7	O=c1ccc(-c2cccnc2)nn1CCNS(=O)(=O)c1cccnc1
-4	CS(=O)(=O)N1CCN(C(=O)CSc2nc3ccccc3[nH]2)CC1
-6	CCCCC(=O)Nc1ccc(N2CCOCC2)cc1
-2	CC1CC1C(=O)N(C)CC(=O)Nc1ccccc1Cl (centres undefined)
-5	Cc1cc(NC(=O)C2CCN(C(=O)C3c4ccccc4Oc4ccccc43)CC2)no1
-17	CC(C)COC(=O)N1CCn2c(nnc2C(=O)NC2CCCCC2)C1
-1	CCCSc1nc2c(c(=O)n1-c1ccc(C)cc1)SCC2
-9	Cc1cccc2ncc(C(=O)NC3CC(=O)N(C4CCCCCC4)C3)c(=O)n12 (centres undefined)
-3	COc1cccc(CN(C)C(=O)c2sc(=O)n(Cc3ccc(F)cc3)c2C)c1
-8	CC(C)c1nc(C(=O)N(Cc2cccnc2)CC2CCN(C3CCCC3)CC2)cs1
-7	CC(C)c1nc(C(=O)O)nn1-c1cccc(F)c1
-12	CCN(CCC#N)S(=O)(=O)CC1CCOC1 (centres undefined)
-2	C#CCOc1ccccc1CN(C)C1CCN(CC(F)(F)F)C1=O (centres undefined)
-19	c1ccc(C2CCCN(c3ncnc4c3CCNC4)CC2)cc1 (centres undefined)
-20	COc1ccc(C(C)C)cc1CN1CCN(c2ncnc3nc[nH]c23)CC1
-2	Cn1nnnc1SCc1cncc(Br)c1
-2	COC(=O)c1ccc2c(c1)CC(CNC(=O)c1cc(C)oc1C)O2 (centres undefined)

Looked up above:
CS(=O)(=O)N1CCN(C(=O)CSc2nc3ccccc3[nH]2)CC1 in mcGAS RapidFire shows -4
Cc1cc(N2CC(C(=O)O)CC2=O)ccc1NC(=O)c1ccco1 (centres undefined) in mcGAS RapidFire shows -12

Additional structures
mcGAS RapidFire	SMILES
-8	C#CCNC(=O)c1cc(-c2c(C)cc(C)cc2C)n(C)n1
-13	CC(C)c1nccn1CCCNC(=O)c1ccc(N2CCC(O)CC2)nc1
6	COC(=O)C1CC2CCCCC2N1C(=O)c1cc(C)nc2cc(F)ccc12 (centres undefined)
-15	N#CC1C(=N)N(c2ccccc2)C(c2ccco2)C1(C#N)C#N (centres undefined)
-16	CCCN1CC(NC(=O)c2nc3ccccc3c(=O)[nH]2)CC1=O (centres undefined)
-11	CN(Cc1cccc(Cl)c1)C(=O)Cn1c(=O)[nH]c(=O)c2ccccc21
-5	CSCc1cccc(NC(=O)C2CCN(C(=O)N(C)C)CC2)c1
-9	CN(C)c1ccc([N+](=O)[O-])cc1C(C)(C)C
-2	CCc1nc(CN(C)C(=O)C(C)(C)n2cccc2)no1
-20	O=C(O)C1CN(c2ccc3cccc(Cl)c3n2)CCN1 (centres undefined)
-6	Cc1ccc(-c2nc(C(=O)Nn3cnc4scc(-c5cccs5)c4c3=O)cs2)cc1
-6	CCN(CC(=O)Nc1ccccc1C(F)(F)F)C(=O)CCN1C(=O)COc2ccccc21
1	O=C(c1cncc(-c2ccc(F)cc2Cl)n1)N1CCCCC1
3	N#CCSc1nnc(-c2c[nH]c3ccccc23)o1
-22	Cc1cnc(NCCN2CCCCC2CO)nc1N(C)C (centres undefined)
0	CC(CO)NC(=O)c1cc2ccccc2oc1=O (centres undefined)
-7	CC(=O)Nc1ccccc1C(=O)N1CCN(Cc2ccccc2)CC1
-15	CC(=O)Nc1ccc(Cl)c(C(=O)NC(c2ccncc2)c2ccccc2C)c1 (centres undefined)
3	CC(=O)N(c1ccc(Cl)cc1)C1C=CS(=O)(=O)C1 (centres undefined)
-5	c1cc(CNc2ccn3nccc3n2)ccn1
-4	Cc1ccc(C2CC(=O)c3cnc(N4CCOCC4)nc3C2)cc1 (centres undefined)
-1	Cc1ccccc1-c1cnnc(NCCCn2cccn2)n1
5	O=c1[nH]c(CNCc2ccco2)nc2scc(-c3cccc(Cl)c3)c12
-1	COc1ccc(-n2ncc3c2CCN(C(=O)Cc2ccc(C(F)(F)F)cc2)C3)cc1
-7	Cc1cc(N/C=C(/Br)C(=O)C(F)(F)F)no1
-5	Cc1ncccc1C(=O)NC1CCCN(C2CCN(C)CC2)C1 (centres undefined)
-9	O=C(C=Cc1cc2c(cc1[N+](=O)[O-])OCO2)Nc1cccc(C(F)(F)F)c1
-7	O=C(NCc1ccccn1)Nc1cccc(Cn2nc3ccccn3c2=O)c1
6	NC(=O)NC(CC(=O)N(Cc1ccccc1)C1CC1)c1cccc(Br)c1 (centres undefined)
14	CC1=CC[C@@H]2CN(C(=O)CCNC(=O)c3ccccc3F)C[C@@H]2C1
-2	COc1ccc(NC(=O)CCC2CCN(C(=O)C3CC=CCC3)CC2)c(OC)c1 (centres undefined)
-10	CC(N=Cc1ccc([N+](=O)[O-])cc1)C1COc2ccccc2O1 (centres undefined)
-16	COc1ccc2c(C)cc(SCC(=O)N3CCCCC3C)nc2c1 (centres undefined)
-2	Cc1ccc2ccccc2c1CN(N=Nc1nonc1C)c1nonc1C
-15	C=CCN(CC#Cc1ccccc1)C(=O)c1cnccc1C
-20&6	Cc1sc2ncc(C(=O)N3CCC4(CCCN(C)C4=O)C3)c(=O)n2c1C (centres undefined)
-13	Cc1ccc2c(c1)CCCN2CC(=O)N(C)CC(=O)NC1CC1
2	CCCCN1CCN(c2nc3c(c(=O)[nH]c(=O)n3C)n2CCCc2ccccc2)CC1
-10	CNc1ccc(-c2ccc(C(=O)N3CCOCC3)cc2)cn1
-33	CC1CCCCN1C1CN(Cc2ccccc2OCCO)C1 (centres undefined)
-3	CNC(=O)Cn1nc(C2CC2)c2cnn(-c3ccccc3)c2c1=O
-6	CN1C(C(=O)N2CCCCC2)=CC(c2cccs2)=NS1(=O)=O
1	Cc1cc(C)c(NC(=O)CN2CCCC2c2ccc3c(c2)OCCCO3)c(Cl)c1 (centres undefined)

Compounds shown so far containing a Cl atom (15):
mcGAS RapidFire	SMILES
-4	O=S(=O)(c1ccsc1)N1CCOC(Cc2ccccc2Cl)C1 (centres undefined)
-4	CN1CCN(C)C(CNC(=O)C2CC2c2ccc(Cl)c(Cl)c2)C1 (centres undefined)
20	CCN1CCC(=NNc2c(Cl)cc(Cl)cc2Cl)CC1
-3	COC(=O)C1C(C)=NC2=C(C(=O)CC(c3ccc(Cl)cc3)C2)C1c1ccccc1OC (centres undefined)
-8	O/N=C1/CCCc2c1[nH]c1ccc(Cl)cc21
-10	Cc1nc2n(n1)C(=O)C(C(c1ccc(Cl)cc1)N1CC(C)OC(C)C1)S2 (centres undefined)
-5	CC(=O)N1CCC(Oc2ccc(Cl)cc2C(=O)NC2(c3ccccc3)CC2)CC1
-2	CC1CC1C(=O)N(C)CC(=O)Nc1ccccc1Cl (centres undefined)
-11	CN(Cc1cccc(Cl)c1)C(=O)Cn1c(=O)[nH]c(=O)c2ccccc21
-20	O=C(O)C1CN(c2ccc3cccc(Cl)c3n2)CCN1 (centres undefined)
1	O=C(c1cncc(-c2ccc(F)cc2Cl)n1)N1CCCCC1
-15	CC(=O)Nc1ccc(Cl)c(C(=O)NC(c2ccncc2)c2ccccc2C)c1 (centres undefined)
3	CC(=O)N(c1ccc(Cl)cc1)C1C=CS(=O)(=O)C1 (centres undefined)
5	O=c1[nH]c(CNCc2ccco2)nc2scc(-c3cccc(Cl)c3)c12
1	Cc1cc(C)c(NC(=O)CN2CCCC2c2ccc3c(c2)OCCCO3)c(Cl)c1 (centres undefined)

Some of the compounds tested, so the mix of outcomes need not match the whole.
